LEDGF integ inh – blocks HIV-1 LEDGF/p75-dependent DNA integration; TR-FRET IN-LEDGF/p75 DNA integration, Eu/Cy5; inhibition, % at 3.7 µM; 370,000 compounds, 0.64% hits; AID 743269;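 active = inhibition above the screen-wide mean plus 3 SD, cut at about 13% in these data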;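 note: signal is the Cy5 over europium emission ratio at 671 and 618 nm; 0% = plate median of compound wells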
UHRF1 MBD2 ctr – UHRF1 methyl-DNA binding inhibition. Q96T88. UHRF1 binding to methylated oligo, TR-FRET. inhibition, % at 4.4 µM. 370,000 compounds, 0.75% hits; in the data active = inhibition above about 21%;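 note: UHRF1 SRA domain binding a hemimethylated CpG hairpin DNA probe; 0% = median of test compound wells and 100% = reference inhibitor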
PRMT1 inh – PRMT1 (human) inhibition, primary screen; Q99873; recombinant PRMT1, activity-based probe fluorescence polarization; inhibition, % at 2.79 µM; 370,000 compounds, 1.3% hits;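 active = inhibition above about 21% made by adding two undisclosed values, limit read from the data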
SIAE inh – blocks human sialic acid acetylesterase | inhibition, % at 9.66 µM | SIAE FP-Rh probe binding, fluorescence polarization | 370,000 compounds, 0.69% hits | AID 1053197 | Q9HAT2;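 active = inhibition above a cutoff: mean of compounds within the control limits plus 3 SD of those, cut at about 17% in these data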;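 note: 0% = plate median of compound wells and 100% = probe without SIAE protein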
Target sequence (Q9HAT2 whole entry, looked up): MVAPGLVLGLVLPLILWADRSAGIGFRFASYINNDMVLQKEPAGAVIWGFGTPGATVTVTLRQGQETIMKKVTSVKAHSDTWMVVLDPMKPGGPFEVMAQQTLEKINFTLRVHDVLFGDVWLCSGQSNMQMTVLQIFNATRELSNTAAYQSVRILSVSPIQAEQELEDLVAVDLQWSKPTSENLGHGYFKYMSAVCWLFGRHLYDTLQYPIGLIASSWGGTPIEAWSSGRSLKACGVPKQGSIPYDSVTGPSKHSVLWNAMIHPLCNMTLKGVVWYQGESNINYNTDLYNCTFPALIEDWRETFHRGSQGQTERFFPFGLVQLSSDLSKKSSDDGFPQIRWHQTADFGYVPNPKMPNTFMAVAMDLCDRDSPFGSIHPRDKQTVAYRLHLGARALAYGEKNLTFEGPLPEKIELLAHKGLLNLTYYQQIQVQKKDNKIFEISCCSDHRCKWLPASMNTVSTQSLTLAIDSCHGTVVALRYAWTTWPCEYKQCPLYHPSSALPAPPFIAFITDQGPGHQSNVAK
KLK7 zymogen act – proKLK7 (human) activation, primary screen | 370,000 compounds, 0.9% hits | purified proKLK7, EDANS-DABCYL substrate fluorescence; 100% is mature enzyme control, 0% vehicle | AID 652039 | P49862 | activation, % at 7 µM;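 active = activation above the mean of all tested compounds plus 3 SD, computed per campaign excluding outliers beyond control limits, cut at about 13% in these data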
MBD2 inh – MBD2-methylated oligo binding inhibition | Q9UBB5 | TR-FRET, MBD2 binding to methylated oligonucleotide | inhibition, % at 4.4 µM | 370,000 compounds, 0.31% hits | AID 686964; in the data active = inhibition above about 13%
Target sequence (Q9UBB5 whole entry, looked up): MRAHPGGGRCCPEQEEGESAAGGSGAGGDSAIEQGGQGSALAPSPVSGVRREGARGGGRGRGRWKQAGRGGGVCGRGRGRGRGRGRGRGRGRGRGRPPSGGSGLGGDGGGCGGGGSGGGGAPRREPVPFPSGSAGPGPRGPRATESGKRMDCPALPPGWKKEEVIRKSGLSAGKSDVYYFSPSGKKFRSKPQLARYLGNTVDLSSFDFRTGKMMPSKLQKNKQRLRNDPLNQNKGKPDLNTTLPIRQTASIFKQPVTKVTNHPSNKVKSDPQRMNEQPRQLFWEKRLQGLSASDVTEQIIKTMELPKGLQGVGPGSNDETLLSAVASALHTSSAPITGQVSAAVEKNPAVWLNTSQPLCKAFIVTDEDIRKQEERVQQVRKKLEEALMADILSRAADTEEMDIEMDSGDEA
TDP2 inh – TDP2 (human) inhibition, absorbance primary screen. O95551. recombinant TDP2, T5PNP hydrolysis, p-nitrophenol absorbance 415 nm. 370,000 compounds, 0.34% hits. AID 720702. inhibition, % at 12.8 µM;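 active = inhibition above the mean of all tested compounds plus 3 SD, set per campaign, cut at about 25% in these data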;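 note: 0% = DMSO with enzyme and 100% = buffer with substrate but no TDP2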
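Test system: human TDP2 enzyme; Input: 120 nM TDP2 per well; Buffer or medium: Mg2+-containing Tris-HCl buffer, pH 7.5; Reagent: 5 mM T5PNP; Dosing: 12.8 µM single point, 1% DMSO; Incubation: reaction 2 h, 37 °C; Detection: p-Nitrophenol epi absorbance; Read-out: % inhibition relative to enzyme-containing and enzyme-free wells; Replicates: single well per compound.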
TCR-CD3 inh – blocks the human TCR-CD3 interaction; inhibition, % at 9.4 µM; TAMRA-labeled TCR probe fluorescence, biochemical; 360,000 compounds, 0.37% hits; in the data active = inhibition above about 19%;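 note: recombinant mutant TCR 2C K166C tagged with TAMRA read by polarization; 0% = receptor in buffer alone and 100% = receptor with positive control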
Tn6 DDE FP – DD(E)-Tn6 binding inhibition, primary FP screen; inhibition, % at 8.3 µM; Fibrin DD(E) TRITC-Tn6 fluorescence polarization displacement; 370,000 compounds, 0.21% hits; P02675; AID 720509;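 active = inhibition above a per-campaign cutoff: mean of compounds within control limits plus 3 SD, cut at about 15% in these data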;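 note: 0% = median of all compound wells on the plate and 100% = blocking peptide control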
DDE Tn7 FP inh – inhibitors of Tn7 peptide binding to human fibrin DD(E) | FP displacement of FITC-Tn7 peptide from fibrin DD(E); 0% = median of compound wells per plate | inhibition, % at 8.3 µM | AID 720508 | 370,000 compounds, 0.13% hits | P02675;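 active = inhibition above the mean of compounds falling within the control limits plus 3 SD of them, cut at about 14% in these data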;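 note: 0% = plate median of compound wells and 100% = 10 µM Aha-Tn7 peptide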
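Assay system: Human clot-derived fibrin DD(E) complex | Buffer or medium: Tris/NaCl/CaCl2 buffer, pH 7.8 | Repeats: One replicate per compound | Benchmarks: Aha-Tn7 high control | Measure: % inhibition scaled between sample-field median and high-control FP | Schedule: 10 min plus 3 h, room temperature | Signal: Fluorescence polarization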
* marks the source's active call; other numbers are inactive results.

`CC(C)C(N)c1csc(Nc2ccc(C(=O)NCCCO)cn2)n1` (configuration not stated) gave LEDGF integ inh -3, UHRF1 MBD2 ctr 2, PRMT1 inh -2, SIAE inh 0, KLK7 zymogen act 0.0, MBD2 inh 5, TDP2 inh 2, TCR-CD3 inh -2, Tn6 DDE FP -4 and DDE Tn7 FP inh -1.
For CCOc1cc(CNC(C)(C)C)ccc1OCC(=O)Nc1cccc(C(F)(F)F)c1 the results were LEDGF integ inh 1, UHRF1 MBD2 ctr -1, PRMT1 inh -2, SIAE inh -2, KLK7 zymogen act 0.3, MBD2 inh 0, TDP2 inh -11, TCR-CD3 inh 7, Tn6 DDE FP -3 and DDE Tn7 FP inh -3.
Screening CN(C)c1ccc(Cc2ccc(N(C)C)cc2)cc1 returned LEDGF integ inh -1, UHRF1 MBD2 ctr 0, PRMT1 inh 3, SIAE inh 4, KLK7 zymogen act -0.1, MBD2 inh -3, TDP2 inh -7, TCR-CD3 inh 9, Tn6 DDE FP 10 and DDE Tn7 FP inh 2.
Screening O=C(c1ccccc1F)N1CCCC(c2ccccc2)C1 (configuration not stated) returned LEDGF integ inh 3, UHRF1 MBD2 ctr 0, PRMT1 inh -3, SIAE inh 3, KLK7 zymogen act -0.1, MBD2 inh -6, TDP2 inh -6, TCR-CD3 inh -1, Tn6 DDE FP 5 and DDE Tn7 FP inh -7.
`CC(C(=O)NCCc1ccc(S(N)(=O)=O)cc1)N1C(=O)CC(C)(C)Sc2ccccc21` (configuration not stated) gave LEDGF integ inh 0, UHRF1 MBD2 ctr -2, PRMT1 inh -1, SIAE inh -4, KLK7 zymogen act -0.2, MBD2 inh -2, TDP2 inh 13, TCR-CD3 inh -6, Tn6 DDE FP 0 and DDE Tn7 FP inh 0.
Cc1ccc(CSc2nnc([C@@H]3CCCN3C(=O)OC(C)(C)C)o2)cc1 was read as LEDGF integ inh 5, UHRF1 MBD2 ctr -3, PRMT1 inh -2, SIAE inh 11, KLK7 zymogen act 0.3, MBD2 inh -5, TDP2 inh -7, TCR-CD3 inh -1, Tn6 DDE FP -3 and DDE Tn7 FP inh -2.
CC(O)(c1cccnc1)c1nc(-c2ccc3ccccc3c2)cs1 (configuration not stated) was read as LEDGF integ inh -3, UHRF1 MBD2 ctr 4, PRMT1 inh 0, SIAE inh -8, KLK7 zymogen act 0.0, MBD2 inh -4, TDP2 inh -5, TCR-CD3 inh -3, Tn6 DDE FP 0 and DDE Tn7 FP inh -7.
For CN(C)[C@H]1CCN(c2cccc3c2S(=O)(=O)N(C2CC2)CCCO3)C1 the results were LEDGF integ inh 4, UHRF1 MBD2 ctr -1, PRMT1 inh 0, SIAE inh 0, KLK7 zymogen act 0.0, MBD2 inh -1, TDP2 inh 5, Tn6 DDE FP -9 and DDE Tn7 FP inh -4.
`CCOC(=O)Cc1nnc(NC(=O)CSc2nnc3c4ccccc4n(C(C)C)c3n2)s1` gave LEDGF integ inh 0, UHRF1 MBD2 ctr -2, PRMT1 inh -1, SIAE inh 1, KLK7 zymogen act 1.1, MBD2 inh -1, TDP2 inh 6, TCR-CD3 inh 4, Tn6 DDE FP -5 and DDE Tn7 FP inh 0.
For Cc1ccc(NC(=O)C2CC(O)CN2C(=O)Oc2ccccc2)c(C)c1 (configuration not stated) the results were LEDGF integ inh 1, UHRF1 MBD2 ctr 1, PRMT1 inh 2, SIAE inh 7, KLK7 zymogen act -1.0, MBD2 inh -1, TDP2 inh 0, TCR-CD3 inh -3, Tn6 DDE FP -2 and DDE Tn7 FP inh 2.

Brought forward from above: two compounds, then new ones.
`CCOC(=O)Cc1nnc(NC(=O)CSc2nnc3c4ccccc4n(C(C)C)c3n2)s1` gave LEDGF integ inh 0, UHRF1 MBD2 ctr -2, PRMT1 inh -1, SIAE inh 1, KLK7 zymogen act 1.1, MBD2 inh -1, TDP2 inh 6, TCR-CD3 inh 4, Tn6 DDE FP -5 and DDE Tn7 FP inh 0.
For Cc1ccc(NC(=O)C2CC(O)CN2C(=O)Oc2ccccc2)c(C)c1 (configuration not stated) the results were LEDGF integ inh 1, UHRF1 MBD2 ctr 1, PRMT1 inh 2, SIAE inh 7, KLK7 zymogen act -1.0, MBD2 inh -1, TDP2 inh 0, TCR-CD3 inh -3, Tn6 DDE FP -2 and DDE Tn7 FP inh 2.
Screening Cc1cccnc1CNC(=O)C1(C)CCCN1CC(C)C (configuration not stated) returned LEDGF integ inh -1, UHRF1 MBD2 ctr -2, PRMT1 inh 0, SIAE inh 3, KLK7 zymogen act 0.4, MBD2 inh -8, TDP2 inh -12, TCR-CD3 inh 5, Tn6 DDE FP -3 and DDE Tn7 FP inh -6.
Cc1cc(=O)[nH]c(N/N=C/c2ccco2)n1 was read as LEDGF integ inh -1, UHRF1 MBD2 ctr -4, PRMT1 inh 0, SIAE inh 5, KLK7 zymogen act -0.1, MBD2 inh -1, TDP2 inh 5, TCR-CD3 inh 3, Tn6 DDE FP -4 and DDE Tn7 FP inh -4.
For CCOC(=O)Nc1ccc(Oc2ccccc2)cc1 the results were LEDGF integ inh -2, UHRF1 MBD2 ctr -1, PRMT1 inh -4, SIAE inh -4, KLK7 zymogen act -0.6, MBD2 inh -2, TDP2 inh 2, TCR-CD3 inh 6, Tn6 DDE FP 10 and DDE Tn7 FP inh 1.
CC(C)(C)C1CCc2c(sc3ncn(N)c(=N)c23)C1 (configuration not stated) was read as LEDGF integ inh -2, UHRF1 MBD2 ctr -1, PRMT1 inh 3, SIAE inh 2, KLK7 zymogen act -0.2, MBD2 inh 0, TDP2 inh 1, TCR-CD3 inh -3, Tn6 DDE FP 3 and DDE Tn7 FP inh -10.
COc1cccc(OC)c1C(=O)NC(=S)Nc1ccc(N2CCOCC2)c(Cl)c1 was read as LEDGF integ inh 5, UHRF1 MBD2 ctr -2, PRMT1 inh 2, SIAE inh 2, KLK7 zymogen act -1.2, MBD2 inh 1, TDP2 inh -2, TCR-CD3 inh 4, Tn6 DDE FP 3 and DDE Tn7 FP inh -5.
For C=CCNC(=O)c1ccc2c(c1)N(CC)C(=O)c1ccccc1S2 the results were LEDGF integ inh -7, UHRF1 MBD2 ctr -1, PRMT1 inh 1, SIAE inh 1, KLK7 zymogen act 0.1, MBD2 inh 2, TDP2 inh 4, TCR-CD3 inh 2, Tn6 DDE FP 6 and DDE Tn7 FP inh 6.
For COc1cc(Cn2c(N)c(C#N)c3nc4ccccc4nc32)cc(OC)c1 the results were LEDGF integ inh 5, UHRF1 MBD2 ctr -1, PRMT1 inh 1, SIAE inh -7, KLK7 zymogen act -50, MBD2 inh -2, TDP2 inh -12, TCR-CD3 inh 2, Tn6 DDE FP 3 and DDE Tn7 FP inh 2.
`O=C(CCS(=O)(=O)c1ccccc1)Nc1cc(Cl)ccc1F` gave LEDGF integ inh 4, UHRF1 MBD2 ctr -4, PRMT1 inh 0, SIAE inh 2, KLK7 zymogen act 0.3, MBD2 inh 3, TDP2 inh 3, Tn6 DDE FP 0 and DDE Tn7 FP inh -5.
CN(Cc1ccco1)C(=O)CCc1nc2sc3c(c2c(=O)[nH]1)CCCC3 was read as LEDGF integ inh 12, UHRF1 MBD2 ctr 0, PRMT1 inh 6, SIAE inh -6, KLK7 zymogen act -2.1, MBD2 inh 2, TDP2 inh -2, TCR-CD3 inh 0, Tn6 DDE FP 6 and DDE Tn7 FP inh 4.
CNC(=O)c1c(C)nc(SCC(=O)NCc2ccc(OC)cc2)c(C#N)c1-c1ccco1 was read as LEDGF integ inh -4, UHRF1 MBD2 ctr 6, PRMT1 inh 2, SIAE inh -2, KLK7 zymogen act 0.2, MBD2 inh 3, TDP2 inh 4, TCR-CD3 inh 3, Tn6 DDE FP -8 and DDE Tn7 FP inh 0.
Screening C/C(=C\c1ccc(Cl)cc1)C(=O)c1c(C)cc(C)[nH]c1=O returned LEDGF integ inh -2, UHRF1 MBD2 ctr -3, PRMT1 inh 0, SIAE inh 2, KLK7 zymogen act 0.3, MBD2 inh -4, TDP2 inh -4, TCR-CD3 inh 4, Tn6 DDE FP 0 and DDE Tn7 FP inh 0.
Screening C[C@@H](NC(=O)c1nc[nH]c1C(=O)OCc1ccccc1)c1ccccc1 returned LEDGF integ inh 0, UHRF1 MBD2 ctr 0, PRMT1 inh 2, SIAE inh -4, KLK7 zymogen act 0.1, MBD2 inh -6, TDP2 inh 7, TCR-CD3 inh 0, Tn6 DDE FP -4 and DDE Tn7 FP inh 3.
`CN(CC(=O)Nc1ccccc1C(F)(F)F)C(=O)CSc1nc(N)cc(N)n1` gave LEDGF integ inh 0, UHRF1 MBD2 ctr 1, PRMT1 inh 4, SIAE inh 8, KLK7 zymogen act 0.0, MBD2 inh 0, TDP2 inh 4, TCR-CD3 inh 1, Tn6 DDE FP -1 and DDE Tn7 FP inh -3.
`O=C(NCc1ccc(F)cc1)C1CCCN(c2cnccn2)C1` (configuration not stated) gave LEDGF integ inh -1, UHRF1 MBD2 ctr 2, PRMT1 inh 2, SIAE inh 6, KLK7 zymogen act 1.0, MBD2 inh 1, TDP2 inh -7, TCR-CD3 inh -4, Tn6 DDE FP -3 and DDE Tn7 FP inh 0.
For C=CC(COCc1ccccc1)N(CC(=O)OC)S(=O)(=O)c1cc(Br)ccc1OC (configuration not stated) the results were LEDGF integ inh -3, UHRF1 MBD2 ctr 0, PRMT1 inh 3, SIAE inh 12, KLK7 zymogen act 0.6, MBD2 inh -6, TDP2 inh -16, TCR-CD3 inh -1, Tn6 DDE FP -4 and DDE Tn7 FP inh 0.
`Cc1ccc(C(=O)NCC(=O)OCc2nnc(-c3ccc([N+](=O)[O-])cc3)o2)cc1` gave LEDGF integ inh 0, UHRF1 MBD2 ctr -2, PRMT1 inh 0, SIAE inh -10, KLK7 zymogen act 0.6, MBD2 inh -2, TDP2 inh -9, TCR-CD3 inh 4, Tn6 DDE FP -4 and DDE Tn7 FP inh 3.
For Clc1ccccc1-c1nc(-c2ccccc2)n[nH]1 the results were LEDGF integ inh 1, UHRF1 MBD2 ctr 2, PRMT1 inh -1, SIAE inh -2, KLK7 zymogen act 1.0, MBD2 inh 3, TDP2 inh -6, TCR-CD3 inh 2, Tn6 DDE FP -11 and DDE Tn7 FP inh 0.
`CCOC(=O)N/N=C\c1ccc(-c2cccc(C(F)(F)F)c2)o1` gave LEDGF integ inh -1, UHRF1 MBD2 ctr -1, PRMT1 inh 0, SIAE inh 2, KLK7 zymogen act -0.6, MBD2 inh -1, TDP2 inh 7, TCR-CD3 inh -5, Tn6 DDE FP -3 and DDE Tn7 FP inh 1.
For Cc1sc(NC(=O)CN2CCOCC2)c(C#N)c1C the results were LEDGF integ inh 0, UHRF1 MBD2 ctr 2, PRMT1 inh 4, SIAE inh 0, KLK7 zymogen act 0.5, MBD2 inh 3, TDP2 inh 1, TCR-CD3 inh -1, Tn6 DDE FP 2 and DDE Tn7 FP inh -1.
For C[C@H](O)Cc1cc2ccccc2c(=O)o1 the results were LEDGF integ inh 1, UHRF1 MBD2 ctr 2, PRMT1 inh -3, SIAE inh -9, KLK7 zymogen act -0.8, MBD2 inh 3, TDP2 inh -13, TCR-CD3 inh 5, Tn6 DDE FP 0 and DDE Tn7 FP inh -7.

Screening results as filed in PubChem BioAssay.
